Hep lipid drop: inhibitors of hepatocyte lipid droplet formation, primary screen, imaging, high-throughput imaging, BODIPY stain; AML12 mouse hepatocytes, oleate lipid droplets; inhibition, % at 6.5 µM; hit rate 0.4% among 240,000; AID 1656, 2009;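 active = lipid droplet intensity inhibited by at least 50%, with more than 500 cells counted; inconclusive = wells with under 300 cells, treated as cytotoxic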
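Material – AML12 mouse liver cells · Also added – oleate loading, 100 µM · Compound dosing – 6.5 µM single-point dosing · Times – overnight treatment with compound plus oleate · Measured by – fluorescence imaging, 20x objective, two fields per well · Read-out – percent inhibition of filter-corrected integrated lipid droplet intensity per well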
M17LAP inhibition: P. falciparum M17LAP inhibitors, primary screen, biochemical, fluorogenic H-Leu-NHMec substrate, 1536-well (AID 1619); Leucine aminopeptidase (Plasmodium falciparum (isolate 3D7)); recombinant M17LAP, H-Leu-NHMec fluorogenic kinetic assay; higher % means a stronger effect; one-dose inhibition, % at 30 µM; IC50 in µM for titrated hits; hit rate 0.38% among 220,000;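 active = compound inhibiting the enzyme by more than half at any dose during confirmatory dose-response retesting; inconclusive = strong single-dose inhibitors picked by rank but not retested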;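 note: plate controls were full reaction with DMSO carrier for no effect and no enzyme background for full effect; strong numbers were not always called active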
ER stress rescue: rescue of cells from ER stress-induced death, primary screen, 384-well, CSM14.1, thapsigargin, ATP luminescence (AID 1222) | CSM14.1 thapsigargin-induced death rescue, ATP luminescence; higher % means a stronger effect | cellular ATP content (survival), % at 20 µM; hits with a dose series show EC50 in µM | 190,000 tested, under 10 active;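 active = EC50 below 50 µM in the dose-response confirmation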;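 note: death triggered by thapsigargin at about 15 µM added after 2 h compound pretreatment; cell ATP read after overnight thapsigargin exposure of roughly 18 to 22 hours; normalized against plate controls of thapsigargin alone and 5% DMSO vehicle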
M1AAP inhibition: P. falciparum M1AAP inhibitors, biochemical, fluorogenic H-Leu-NHMec substrate, 1536-well (AID 1445). Aminopeptidase N (Plasmodium falciparum (isolate 3D7)). hit rate 0.42% among 220,000. recombinant M1AAP, H-Leu-NHMec fluorogenic kinetic assay; higher % means a stronger effect. inhibition, % at 30 µM; hits with a dose series show IC50 in µM;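 active = primary inhibition above the hit cutoff, then over 50% inhibition at one or more dose response concentrations, cut at about 23% in these data, passing the limit was not always enough; inconclusive = conflicting primary data, or primary hits not chosen for dose response; inactive = low primary inhibition, or under 50% at every dose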;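 note: plate controls were DMSO full reaction for no effect and no enzyme background for full effect; strong numbers were not always called active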
NOD2 inhibition: NOD2 signaling inhibitors, cell-based, luminescence, uHTS, HEK293 (AID 1566); inhibition, % at 4 µM; hits with a dose series show EC50 in µM; HEK293 NOD2/NF-kB luciferase reporter, luminescence; higher % means a stronger effect; hit rate 0.63% among 290,000; note: many of its hits are not listed in these tables
LYP inhibition: inhibitors of LYP phosphatase, biochemical, fluorescence intensity, uHTS (AID 1779) | hit rate 0.054% among 290,000 | Tyrosine-protein phosphatase non-receptor type 22 (Homo sapiens) | one-dose inhibition, % at 11.5 µM; IC50 in µM for titrated hits | recombinant LYP phosphatase, fluorescence intensity; higher % means a stronger effect;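 note: plate controls were vehicle with enzyme for no effect and no enzyme for full effect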
Siah-1 displacement: Siah-1 peptide-binding antagonists, primary screen, biochemical, fluorescence polarization, rhodamine-plectin, uHTS (AID 1817). one-dose displacement, % at 20 µM; IC50 in µM for titrated hits. hit rate 0.02% among 290,000. Siah-1 / rhodamine-plectin peptide fluorescence polarization; higher % means a stronger effect. E3 ubiquitin-protein ligase SIAH1 (Homo sapiens);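 active = displacement of at least 50% at 20 µM, with a fluorescence ratio check between 0.3 and a set limit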;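 note: plate controls were Siah plus tracer with DMSO for no effect and tracer alone without Siah for full effect; strong numbers were not always called active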
XIAP displacement: XIAP antagonists, biochemical, IAP family, fluorescence polarization (AID 1018). hit rate 0.007% among 200,000. XIAP BIR domain, fluorescence polarization peptide displacement; higher % means a stronger effect. displacement, % at 20 µM, or IC50 in µM where a hit was titrated. E3 ubiquitin-protein ligase XIAP (Homo sapiens); in the data active = displacement above about 50%; note: a part of the inactive calls stands beside numbers as strong as those of hits
AID2073: inhibitors of Mint1-CaV2.2 protein interaction, biochemical, HTRF (AID 2073). inhibition, % at 20 µM, or IC50 in µM where a hit was titrated. HTRF protein-protein interaction, Mint1-CaV2.2; higher % means a stronger effect. hit rate 0.19% among 290,000; in the data active = inhibition mostly above about 51%, no sharp cut-off; inconclusive = no clear call, values can overlap the other calls; inactive = mostly below about 53%; note: some results filed as inactive read as strong as hits
Hep lipid drop cells 6.5 µM: second read-out of Hep lipid drop, no call of its own (marks repeat the call); cell count; measured here: cell count, cytotoxicity flag;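 cells counted across two imaged fields per well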
* = called active by the depositor; ? = inconclusive; / = no result given. Cut-off read from the data, not from the text of the source, unless noted: active = inhibition above about 50%; inactive = the rest. An excerpt (hit frequency here may not be typical).

Value order: Hep lipid drop	Hep lipid drop cells 6.5 µM	M17LAP inhibition	ER stress rescue	M1AAP inhibition	NOD2 inhibition	LYP inhibition	Siah-1 displacement	XIAP displacement	AID2073
CN(C)C(CNC(=O)c1cccc(S(=O)(=O)N(C)C)c1)c1ccccc1 (stereo unspecified)
 : -12.8	749	2.8%	1.3%	0.6%	-11.1%	-11.8%	-2.0%	-4.9%	41.0%
COc1cc(Cl)c(C)cc1NC(=O)COC(=O)c1cc(SC)ccc1Cl
 : -4.2	668	-1.0%	-0.5%	16.8%	8.6%	-2.9%	3.4%	-5.4%	32.6%
Cc1ccc(C2CC(c3ccccc3)=NN2C(=O)CSc2nnc(-c3ccncc3)n2C)o1 (stereo unspecified)
 : -9.9	670	0.3%	-2.7%	-1.4%	11.8%	-1.4%	-0.3%	-86.1%	-3.7%
COc1ccc(NC(=O)C2CCN(c3nc(-c4ccc(OC)cc4)no3)CC2)cc1
 : -8.5	756	/	/	/	25.5%	-11.3%	8.2%	/	17.7%
COc1cccc2cc(C(=O)NCCN3CCOCC3)oc12
 : -6.7	654	/	/	/	1.1%	-9.7%	3.5%	/	0.9%
Cc1cc(C)c(OCC(=O)N(C)CC(=O)Nc2ccc(N3CCOCC3)cc2)c(C)c1
 : -0.1	843	/	/	/	-2.7%	-13.4%	-2.7%	/	2.1%
O=C(COc1ccc(S(=O)(=O)N2CCCC2)cc1)N1CCN(c2ccccc2F)CC1
 : 28.6	832	/	/	/	3.3%	-8.0%	10.6%	/	-9.7%
CCOc1ccccc1NC(=O)N1CCCC1C(=O)Nc1ccc(NC(C)=O)cc1 (stereo unspecified)
 : /	/	1.2%	-1.1%	2.8%	26.9%	-2.8%	-0.3%	-2.3%	-7.1%
CCOC(=O)C1CCN(c2ncnc3c2nnn3Cc2ccccc2Cl)CC1
 : 10.5	738	4.0%	16.8%	3.3%	1.9%	0.1%	-0.4%	-4.3%	-7.0%
C/C(=N\Nc1cc(N2CCOCC2)nc(C)n1)c1ccc(F)cc1
 : -0.3	583	/	/	/	8.1%	3.1%	3.2%	/	-0.7%
Cn1cccc1/C=C1\SC(=Nc2cccc(O)c2)NC1=O
 : -1.1	738	2.9%	/	15.2%	-209.5%	3.9%	-4.2%	/	7.3%
S=C(Nc1ccccc1)N1CCN(c2ccc(N3CCOCC3)nn2)CC1
 : 17.7	733	-55.4%	-1.1%	3.0%	13.7%	-4.9%	11.9%	3.7%	10.5%
CCOC(=O)c1c(/N=C/c2cccc([N+](=O)[O-])c2O)sc(C)c1C
 : -5.4	651	15.4%	-0.6%	5.1%	13.3%	-3.8%	-4.4%	-14.6%	-4.5%
O=C1CCCN1CCCNS(=O)(=O)c1ccc(Cl)c(C(=O)N2CCOCC2)c1
 : 1.4	817	-2.9%	0.1%	0.6%	12.1%	-4.8%	2.5%	-5.5%	-5.9%
Cc1ccc(N2C(=O)[C@@H]3C(C(=O)CN4C(=O)c5ccccc5C4=O)=NN[C@@H]3C2=O)c(C)c1
 : -3.4	724	2.4%	/	4.1%	13.0%	-0.8%	2.8%	/	-6.0%
CCCC(C(=O)NC1CCCC1)N(Cc1ccc2c(c1)OCO2)C(=O)c1snc(C(N)=O)c1N (stereo unspecified)
 : 13.6	839	-4.3%	-4.0%	4.9%	5.2%	-0.7%	-5.0%	-2.0%	4.6%
Cc1cc(=O)oc2cc(O)c(N=Nc3ccccc3)cc12
 : -15.2	653	1.6%	/	-5.5%	-104.8%	5.8%	-0.6%	/	8.4%
CC(=O)Oc1ccc(C(=O)Cc2ccccn2)c(O)c1
 : 4.5	669	14.1%	-4.2%	11.2%	4.0%	8.2%	4.0%	-10.5%	-3.1%
Cc1ccccc1CS(=O)(=O)c1ccc(C(=O)N2CCC(C)CC2)cc1[N+](=O)[O-]
 : -8.3	723	-6.7%	-0.8%	5.2%	14.7%	1.2%	-3.9%	-5.6%	1.7%
Cc1nn(-c2ccccc2)nc1CNS(C)(=O)=O
 : /	/	-6.2%	/	1.2%	8.5%	-8.2%	12.8%	/	-6.6%
COc1ccc(NC(=O)CN(C)C2CCCCC2)c([N+](=O)[O-])c1
 : 1.8	517	11.0%	-1.7%	0.8%	-6.1%	-7.2%	6.3%	-2.0%	-15.1%
CN(C)CCCN(C(=O)CCc1ccccc1)c1nc2ccc(Br)cc2s1
 : 10.2	729	4.2%	-0.6%	2.8%	-6.8%	-6.6%	-1.5%	-2.3%	0.9%
CCc1ccc(C2c3[nH]c4ccccc4c3CCN2C(=O)c2cc(C)nn2C)cc1 (stereo unspecified)
 : 15.0	681	6.3%	-0.5%	4.5%	-16.2%	3.3%	5.1%	-1.8%	5.2%
O=C(CN1CCN(c2ccccc2)CC1)N1CCc2[nH]c3ccccc3c2C1
 : /	/	4.6%	1.3%	10.7%	11.6%	-8.0%	3.9%	-3.9%	-3.8%
CCOC(=O)Cc1cnc(NC(=O)Cn2nnc(-c3ccc(OCC)cc3)n2)s1
 : /	/	4.2%	1.5%	4.1%	0.3%	-5.1%	3.2%	-3.8%	1.1%
Cc1ccc(CC(=O)NC2CCCc3ccccc32)cc1C (stereo unspecified)
 : -1.4	799	/	/	/	1.2%	-3.0%	2.7%	/	-1.8%
CC(=O)Nc1ccc(S(=O)(=O)N2CCc3ccccc3C2CC(=O)O)cc1 (stereo unspecified)
 : -0.8	848	/	/	/	-5.6%	-8.1%	0.3%	/	7.7%
COc1cc(C(=O)c2nccc3cc(OC)c(OC)cc23)c([N+](=O)[O-])cc1OC
 : 0.9	669	1.7%	5.3%	9.6%	12.3%	-1.4%	24.3%	-2.8%	-12.2%
CCc1nnc(NC(=O)CCC(=O)N2CCN(c3cc(Cl)ccc3C)CC2)s1
 : 3.0	668	/	/	/	15.6%	-5.0%	6.9%	/	11.5%
Cc1cccc(C(=O)Nc2nnc(SCC(=O)Nc3ccc4c(c3)oc3ccccc34)s2)c1
 : 13.6	623	-18.3%	10.0%	?	-2.1%	-5.0%	3.5%	-1.2%	15.2%
C=CCOc1ccc(CN(C)CC(=O)Nc2ccc3c(c2)CCC3)cc1
 : 2.5	678	27.9%	-0.9%	1.4%	21.7%	-5.4%	-6.0%	-3.7%	-1.4%
C#CCOc1ccc(/C=C2/C(=O)NN(c3ccccc3)C2=O)cc1OC
 : 3.1	832	/	/	/	7.1%	-10.7%	-2.5%	/	13.1%
CSc1nnc(C2CCN(CC(=O)Nc3ccccc3N3CCOCC3)CC2)n1C(C)C
 : -0.4	770	/	/	/	7.9%	-10.4%	5.0%	/	-1.9%
CCOP(=O)(c1ccccc1)C(O)c1ccccc1 (stereo unspecified)
 : -4.3	596	10.0%	0.6%	11.2%	-1.8%	-7.3%	7.7%	-25.3%	2.4%
CCCCNC(=O)c1ccc(N2CCOCC2)c(NS(=O)(=O)c2ccc(OC)cc2)c1
 : /	/	11.4%	0.0%	4.2%	-12.5%	0.6%	-2.7%	-5.3%	15.8%
CCS(=O)(=O)Nc1cc(C(=O)OC)ccc1C(=O)OC
 : -0.3	759	11.3%	-0.3%	-3.3%	14.0%	-6.2%	0.6%	0.3%	-9.0%
COc1ccc(C2C(C#N)=C(N)Oc3cc(N)ccc32)cc1 (stereo unspecified)
 : 7.5	822	/	/	/	-12.6%	-16.5%	-8.3%	/	0.6%
COc1ccc(C2C(C#N)=C(N)OC3=C2C(=O)CC(C)(C)C3)cc1Cn1cc([N+](=O)[O-])cn1 (stereo unspecified)
 : -11.3	403	5.6%	2.1%	0.1%	18.8%	-8.3%	4.2%	-5.5%	9.4%
CCOC(=O)c1nc(C)n(-c2ccc(Cl)cc2)n1
 : 8.7	674	-5.7%	0.5%	4.6%	5.3%	-1.5%	9.3%	-5.9%	-1.4%
COc1cccc(/C=N/NC(=O)C(=O)N2CCCC2)c1OC
 : /	/	-2.2%	-1.5%	14.0%	-10.1%	1.0%	7.4%	-19.6%	0.5%
O=C1CCCN1CN(C(=O)c1ccc2c(c1)OCO2)c1ccc(F)cc1
 : /	/	-8.1%	5.5%	-1.8%	-8.6%	-11.4%	-4.0%	-4.2%	-0.3%
CCCNc1nc2c(c(=O)[nH]c(=O)n2C)n1CCOc1ccccc1
 : 1.2	799	/	/	/	-7.4%	-4.9%	0.1%	/	8.4%
CCOc1ccc(CN2CCCN(C)CC2)cc1
 : 22.9	755	7.2%	0.8%	-1.0%	4.6%	-7.7%	8.6%	-1.9%	-1.8%
CC(=O)c1cc(C#N)c(NCCCN(C)C)nc1C
 : 7.1	685	7.9%	0.8%	8.1%	3.7%	-2.7%	-6.5%	-7.7%	9.5%
O=C(CSc1ccc(Br)cc1)NCC1CCCO1 (stereo unspecified)
 : -4.5	674	13.1%	-1.3%	-1.4%	-0.8%	-5.8%	1.9%	-3.7%	33.7%
COC(=O)c1ccc(NC(=S)NC2CCCCC2)cc1
 : /	/	0.4%	-1.4%	1.8%	-5.5%	-4.5%	1.5%	-2.1%	-10.5%
Cc1ccc(-n2nc3c(c2NC(=O)c2ccc(F)c(F)c2)CS(=O)(=O)C3)cc1
 : -8.4	839	/	/	/	-0.6%	-10.4%	1.6%	/	5.0%
Cc1cc(=O)oc2ccc(OCC(=O)O)cc12
 : /	/	13.1%	-1.0%	18.0%	11.1%	-6.8%	0.1%	0.2%	16.3%
COc1cc(S(=O)(=O)NCc2ccc3c(c2)OCO3)ccc1Cl
 : /	/	-4.1%	1.5%	5.6%	-2.6%	-6.4%	1.0%	-1.8%	-0.8%

Looked up above.
Under Hep lipid drop cells 6.5 µM, CC(=O)c1cc(C#N)c(NCCCN(C)C)nc1C has 685
Under XIAP displacement, COC(=O)c1ccc(NC(=S)NC2CCCCC2)cc1 has -2.1%
Under Siah-1 displacement, Cc1ccc(-n2nc3c(c2NC(=O)c2ccc(F)c(F)c2)CS(=O)(=O)C3)cc1 has 1.6%
